LYP phosphatase = inhibitors of LYP phosphatase, biochemical, fluorescence intensity, uHTS (AID 1779) | Tyrosine-protein phosphatase non-receptor type 22 (Homo sapiens) | 290,000 compounds, 0.054% hits | recombinant LYP phosphatase, fluorescence intensity; higher % means a stronger effect | one-dose inhibition, % at 11.5 µM; IC50 in µM for titrated hits; in the data active means inhibition above about 50%;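 further: plate controls were vehicle with enzyme for no effect and no enzyme for full effect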
AID2073 = inhibitors of Mint1-CaV2.2 protein interaction, biochemical, HTRF (AID 2073). Voltage-dependent N-type calcium channel subunit alpha-1B (Homo sapiens). HTRF protein-protein interaction, Mint1-CaV2.2; higher % means a stronger effect. one-dose inhibition, % at 20 µM; IC50 in µM for titrated hits. 290,000 compounds, 0.19% hits; in the data active means inhibition mostly above about 51%, no sharp cut-off; inconclusive means no clear call, values can overlap the other calls; inactive means mostly below about 53%; further: some results filed as inactive read as strong as hits
WT yeast gro inh = growth inhibition of WT strain, primary screen, mitochondrial fusion inhibitor project, WT and mutant strains, chemical genetic. mitochondrial fusion phenotypic screen. inhibition, % at 10 µM. 190,000 compounds, 2.1% hits. AID 1362, 2008; in the data active means inhibition above about 58%; tested in S. cerevisiae
RSV CPE inhibition = RSV antiviral activity via CPE protection, HEp-2 cells, primary 10 µM value included (AID 2391) | one-dose CPE inhibition, % at 10 µM; IC50 in µM for titrated hits | HEp-2 cells, RSV-induced CPE inhibition; higher % means a stronger effect | 310,000 compounds, 0.13% hits; in the data active means a potency from the dose series; inconclusive means CPE inhibition mostly from about 23% at the one dose, without a potency; inactive means the rest, 99 in 100 with CPE inhibition below about 21%; further: strong numbers were not always called active
GPR35 arrestin U2OS = GPR35 antagonists blocking zaprinast-driven arrestin recruitment, primary screen, imaging, U2OS, beta-arrestin-GFP, zaprinast agonist (AID 2058). 290,000 compounds, 0.052% hits. U2OS GPR35 beta-arrestin-GFP translocation imaging, zaprinast antagonism; higher % means a stronger effect. G-protein coupled receptor 35 (Homo sapiens). one-dose inhibition, % at 10 µM; IC50 in µM for titrated hits;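 active means inhibition of at least 50% with at least 30 cells and total cytoplasm GFP at most 10,000,000; inconclusive means under 30 cells or total GFP of 10,000,000 plus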
UTI89 phage lysis = inhibition of K1F phage lysis, E. coli UTI89, bacterial capsule biogenesis inhibitors, alamar blue (AID 488966). E. coli UTI89 K1F phage lysis, alamar blue, 2 h; higher % means a stronger effect. one-dose inhibition, % at 100 µM; IC50 in µM for titrated hits. 340,000 compounds, 0.02% hits;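 active means phage lysis inhibition, versus mean bacterial control, above a set limit; inconclusive means no clear call, values can overlap the other calls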;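 further: capsule biogenesis inhibitors block K1F phage lysis so surviving cells raise fluorescence; higher fluorescence means more inhibition of phage lysis; actives were called in the ten point dose series up to 300 µM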
NTR1 agonist = agonists of NTR1, primary screen, imaging, U2OS cells, beta-arrestin-GFP, high content (AID 493036) | 330,000 compounds, 0.17% hits | Neurotensin receptor type 1 (Homo sapiens), P30989 | NTR1-U2OS beta-arrestin-GFP spot imaging, agonist mode | activation, % at 20 µM;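 active means activation at or above 40% of the spot to cytoplasm intensity ratio, with at least 20 cells analyzed; inconclusive means wells under 20 cells, flagged as cytotoxic or low count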;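 further: 0% = DMSO without peptide and 100% = 100 nM NTR1 peptide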
Target sequence (P30989 whole entry, looked up): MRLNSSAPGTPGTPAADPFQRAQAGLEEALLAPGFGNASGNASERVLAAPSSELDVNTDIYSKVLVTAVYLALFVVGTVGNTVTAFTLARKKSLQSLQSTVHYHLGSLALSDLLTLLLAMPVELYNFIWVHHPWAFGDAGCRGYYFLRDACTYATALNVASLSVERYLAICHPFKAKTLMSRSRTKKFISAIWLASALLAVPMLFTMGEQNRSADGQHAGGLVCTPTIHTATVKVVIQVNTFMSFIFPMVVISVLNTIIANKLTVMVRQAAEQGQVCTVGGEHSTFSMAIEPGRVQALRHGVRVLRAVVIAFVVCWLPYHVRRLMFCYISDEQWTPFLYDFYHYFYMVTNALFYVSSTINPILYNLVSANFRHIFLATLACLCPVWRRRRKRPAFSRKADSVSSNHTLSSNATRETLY
Dengue-2 NS5 capping = Dengue-2 NS5 methyltransferase inhibitors, primary screen, biochemical, confirmation dose response (AID 588689); Genome polyprotein (Dengue virus type 2 (strain 16681-PDK53)); 340,000 compounds, 0.3% hits; Dengue-2 NS5 methyltransferase capping enzyme assay, biochemical; higher % means a stronger effect; inhibition, % at 25 µM, or IC50 in µM where a hit was titrated; in the data active means a potency from the dose series; inconclusive means inhibition above about 29% without an active follow-up result
Autophagy mod = autophagy modulators in MEF cells, primary screen, imaging, high-content, MEF GFP-LC3; MEF GFP-LC3 puncta imaging; test concentration mostly 10 µM; calls only at 10 µM (by protocol); 190,000 compounds, 0.98% hits; AID 463193, 2010;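 active means percentage of spot-positive cells more than 3 SD above its plate mean, without a fluorescence outlier flag or 80% toxicity; inconclusive means no clear call, values can overlap the other calls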;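 further: spot-positive cell cutoff set from DMSO-treated cells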
WT yeast gro inh mutant strain = also measured in WT yeast gro inh; calls as there; inhibition, %; mitochondrial fusion phenotypic screen, mutant strain inhibition
Autophagy mod cell loss 18 h = further read-out of Autophagy mod, marked with its call; toxicity, %; measured here: cell loss, nuclei count;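 cell loss after 18 h compound exposure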
NTR1 agonist cell count 20 µM = further read-out of NTR1 agonist, marked with its call; cell count; measured here: cell count, cytotoxicity flag
Active calls of the source: *; i = inactive; ? = inconclusive; . = no result given; [ ] = dose if it differs, or a comment.

SMILES | LYP phosphatase | AID2073 | WT yeast gro inh | WT yeast gro inh mutant strain | RSV CPE inhibition | GPR35 arrestin U2OS | UTI89 phage lysis | NTR1 agonist | NTR1 agonist cell count 20 µM | Dengue-2 NS5 capping | Autophagy mod | Autophagy mod cell loss 18 h
O=C(O)CCC(=O)N1CCc2cc(S(=O)(=O)N(CCc3ccccc3)Cc3ccccc3)ccc21 | 2% | 9% | 22 | 24 | 14% | -18% | -2.1% | 0.9 | 50 | 2% | i | -9
COc1ccc(OC)c(-c2nc3cc4ccccc4cc3nc2-c2ccccc2)c1 | -10% | 4% | 40 | -19 | 21% | -18% | 0.2% | 0.7 | 81 | -6% | i | 6
Cc1ccc(-c2noc(CCC(=O)N3CCCC3)n2)cc1 | -7% | -2% | 4 | -11 | 1.6% | 1% | 0.3%[50 µM] | -1.8 | 44 | -3% | i | 16
COc1ccc(C(CNC(=O)c2ccc(S(=O)(=O)Nc3ccccc3F)cc2)N(C)C)cc1 (centres undefined) | -15% | 0% | . | . | 1.8% | 7% | -0.1% | 0.4 | 55 | -6% | . | .
Cc1ccc(CNC(=O)CCc2nnc(Cc3ccc(-c4ccccc4)cc3)o2)o1 | -5% | 21% | -4 | 3 | 2.7% | 21% | -2.3% | -1.7 | 80 | -3% | i | -4
Cc1cccc(NC(=O)CN2C(=O)S/C(=C\c3cccn3-c3cccc(C(=O)O)c3)C2=O)c1 | 7% | 7% | -17 | 6 | 0.8% | -10% | 0.0% | 0.8 | 46 | -2% | i | 8
Cc1cc(OCC(=O)OCC(=O)Nc2ccc(Cl)cn2)ccc1Cl | . | . | . | . | 1.1% | . | -0.5%[50 µM] | 2.6 | 61 | 4% | . | .
O=C(Nc1ccccc1)c1cc(S(=O)(=O)Nc2cccnc2)ccc1Cl | -7% | 15% | . | . | 0.8% | 3% | 0.1% | 0.7 | 54 | -1% | . | .
Cc1[nH]c2ccccc2c(=O)c1CN1CCCCC1 | -6% | -9% | 15 | 5 | -0.6% | -3% | 0.2% | -0.2 | 68 | 2% | i | 1
CCOC(=O)C1=C(C)N=c2s/c(=C/c3cccc([N+](=O)[O-])c3O)c(=O)n2C1c1ccccc1 (centres undefined) | 5% | -9% | . | . | ? | -8% | 0.3% | 0.0 | 85 | 30% | . | .
CC(=O)OC[C@]1(OC(C)=O)C[C@@]23CC[C@H]4[C@@](C)(CCC[C@@]4(C)C(=O)O)[C@@H]2CC[C@@H]1C3 | 5% | 11% | 0 | -16 | 0.6% | -14% | 0.9% | 3.6 | 54 | -4% | i | 3
CC(C)C(=O)NCc1cc(-c2ccccc2)no1 | -9% | 4% | 10 | 5 | 3.5% | -26% | 0.4% | 0.6 | 39 | -5% | i | -33
CCOC(=O)Cc1csc(NC(=O)c2ccc(Br)s2)n1 | 10% | 3% | -2 | 7 | -1.6% | -1% | . | 1.9 | 59 | . | i | 14
Cn1c2ccccc2c(=O)c2c(=O)n(Cc3ccco3)c(-c3ccc(C(C)(C)C)cc3)nc21 | 1% | 6% | . | . | 6.3% | -1% | . | 40* | 44* | . | . | .
COc1ccc(/C=C2/CCCC(C(=O)C(F)(F)F)=C2O)cc1OC | 7% | 3% | . | . | 0.1% | 0% | -1.6% | 0.6 | 49 | 16% | . | .
Cc1occc1C(=O)N/N=C/C=C\c1ccccc1[N+](=O)[O-] | -2% | -4% | 1 | -6 | -1.2% | -8% | . | -0.5 | 54 | . | i | -13
CC(Oc1ccccc1)c1ccnc2nc(/N=C/N(C)C)nn12 (centres undefined) | -8% | 18% | -8 | -23 | -1.1% | 13% | 3.1% | -0.1 | 51 | 3% | i | 14
COc1cccc(CNC(=O)CN2C(=O)CCSc3ccc(S(=O)(=O)N4CCCC4)cc32)c1 | 1% | 2% | . | . | 1.8% | -1% | -4.7% | -0.1 | 56 | -6% | . | .
Cc1cc(=O)oc2ccc(OC(=O)CC(C)C)cc12 | -2% | 2% | -3 | -6 | 2.3% | 7% | ? | -0.7 | 39 | -9% | i | 21
O=c1c(=NNc2ccccc2Cl)c(=O)c2ccccc12 | 0% | 35% | 15 | 7 | . | 3% | 0.5% | . | . | 1% | i | 0
Cn1nccc1NS(=O)(=O)c1ccc(F)cc1 | -5% | 5% | . | . | . | 4% | 0.4% | 0.7 | 64 | 5% | . | .
COC(C/C=C/C(=O)COCc1ccccc1)OC | -11% | -4% | . | . | . | 6% | -0.8% | 1.6 | 47 | -18% | . | .
Cc1c(C(=O)OC2CCCCC2)sc2nc[nH]c(=O)c12 | 3% | 10% | -1 | 18 | 10% | -17% | 0.6% | 4.8 | 56 | 2% | i | -4
COc1ccc(Oc2coc3cc(O)ccc3c2=O)cc1 | -15% | 36% | . | . | 1.1% | -8% | 0.3% | 0.8 | 63 | -1% | . | .
Clc1ccc(CNc2ccc(CNc3ncn[nH]3)cc2)cc1 | -4% | -1% | -7 | -11 | 5.6% | 1% | 0.4%[50 µM] | 3.0 | 43 | 5% | i | 3
Cc1cc(C)n(CC(=O)NNC(=O)CCCOc2ccc(Cl)cc2C)n1 | -10% | -3% | . | . | 1.3% | -11% | 0.1% | -0.8 | 57 | -6% | . | .
CC(C)c1ccc(N(C(=O)CNC(=O)c2ccco2)C(C(=O)NC2CCCC2)c2ccncc2)cc1 (centres undefined) | -12% | 2% | . | . | 0.3% | -12% | 0.1% | 2.6 | 44 | ? | . | .
O=C(Nc1ccccc1F)c1ccc2ncsc2c1 | -6% | 4% | . | . | 0.0% | 20% | -0.2% | -1.2 | 84 | -5% | . | .
C=C(C)CCC1(C)NC(=O)N(c2ccccc2)N1 (centres undefined) | -8% | -12% | . | . | 0.5% | 3% | 1.4% | 0.2 | 45 | -8% | . | .
O=C(O)c1ccc(NS(=O)(=O)c2ccc3nnn(O)c3c2)cc1 | 1% | -7% | -1 | -69 | 2.7% | 3% | 0.1% | 0.3 | 45 | 4% | i | -3
COC(=O)c1cc(S(=O)(=O)N2CCCC2=O)c(Cl)cc1Cl | -9% | 5% | . | . | 0.5% | 13% | -0.4% | 5.0 | 59 | -12% | . | .
CC(C)=CC(=O)OCc1csc(CC(=O)Nc2ccccc2C)n1 | -5% | 7% | . | . | 1.8% | -6% | 2.1% | -0.2 | 72 | -1% | . | .
Cn1c(=O)c2c(nc(CN3CCN(c4ccc(F)cc4)CC3)n2CCN2CCOCC2)n(C)c1=O | -5% | 3% | . | . | -2.6% | 8% | 0.0% | -0.5 | 58 | 6% | . | .
COc1ccc2c(c1OC)C(=O)N(c1ncn[nH]1)C2 | 3% | 0% | 10 | 0 | 2.1% | 6% | 1.2% | 1.9 | 54 | -9% | i | -12
O=C(Cn1ncc(Cl)c(Cl)c1=O)NCC1CCCCC1 | -4% | 6% | -9 | 7 | -2.4% | 18% | -0.3% | . | . | -7% | i | -7
COc1ccc(-c2cc(CNC(=O)CN3CCN(C)CC3)on2)cc1 | 2% | -5% | -21 | -52 | -0.2% | 9% | 0.7% | -1.1 | 66 | -8% | i | 2
CC(C)[C@H](NC(=O)Nc1ccc(Oc2ccccc2)cc1)C(=O)O | -6% | -1% | -8 | 8 | 2.4% | -8% | 1.1% | -1.3 | 34 | -6% | i | -4
C=C1CCN([C@H](C(=O)OCc2cccc(C)c2)C(C)C)S(=O)(=O)c2ccccc21 | 0% | 9% | . | . | 1.9% | -8% | 1.5% | 2.2 | 47 | -6% | . | .
Cc1ccccc1NC(=O)c1cccc2nccnc12 | -3% | -2% | 14 | 7 | 10% | -3% | 0.3% | 0.9 | 63 | -7% | i | 3
CCc1ccccc1NC(=S)N(CCCN(C)C)Cc1cc2cc3c(cc2[nH]c1=O)OCO3 | -4% | -4% | 0 | 1 | -2.1% | -5% | 0.0% | 1.8 | 29 | -6% | i | 1
COc1cc2c(cc1OC)CN(C(=O)c1cc(Cl)nc(Cl)c1)CC2 | -5% | 17% | . | . | 4.0% | 9% | 0.3% | -0.2 | 64 | -8% | . | .
O=C(CCC1CCCCC1)NCc1ccccn1 | 2% | -6% | -3 | 11 | 4.1% | 8% | 0.1% | 2.8 | 75 | -1% | i | 7
CCOC(=O)N1CCC(NC(=O)CS(=O)(=O)Cc2nc(-c3cccc(OC)c3)oc2C)CC1 | -8% | 3% | -23 | -29 | 0.7% | 13% | 0.1% | 2.9 | 67 | 5% | i | 4
COc1cccc(C(=O)N/N=C(\C)c2ccc(NC(=O)Cc3ccccc3)cc2)c1OC | -10% | 15% | . | . | 2.3% | -11% | 1.4% | 0.7 | 63 | -7% | . | .
NS(=O)(=O)c1ccc(-c2ccc(/C=C3\NC(=S)NC3=O)o2)cc1 | -1% | -18% | . | . | -0.7% | -6% | 0.9% | 1.2 | 100 | -78% | . | .
O=C(NC1(C(F)(F)F)NC(=O)N(c2ccccc2)C1=O)c1cccs1 (centres undefined) | -10% | -3% | -11 | -21 | 1.5% | . | 0.6%[50 µM] | -1.2 | 44 | 5% | i | 12
CCOc1ccc(NC(=O)CSc2nc3ccccc3c(=O)n2CCCC(=O)NCC2CCCO2)cc1 (centres undefined) | -12% | 2% | . | . | 2.5% | 22% | -0.1% | -0.6 | 47 | 1% | . | .
N=c1c(C(=O)NCC2CCCO2)cc2c(=O)n3ccccc3nc2n1C1CCCC1 (centres undefined) | -48% | 38% | . | . | 0.1% | 3% | 0.2% | -0.1 | 57 | -5% | . | .
N#Cc1c(N)oc(-c2ccco2)c1-c1ccco1 | -2% | -11% | 22 | 11 | 4.9% | 15% | 0.1% | -0.1 | 42 | 8% | i | -11
CCCCNC(=O)NNC(=O)COc1cccc(C)c1C | -8% | 11% | -15 | -1 | -0.2% | 10% | 0.8%[50 µM] | -1.1 | 73 | -7% | i | -14
CCN(CC)C(=O)c1ccccc1NC(=O)c1ccccc1C | -6% | 2% | -22 | -6 | -1.0% | -10% | 0.0% | -0.7 | 32 | 0% | i | -1

3 compounds out of the list above, sorted by the value under LYP phosphatase, lowest first:
smiles | LYP phosphatase
N=c1c(C(=O)NCC2CCCO2)cc2c(=O)n3ccccc3nc2n1C1CCCC1 (centres undefined) | -48%
CCOc1ccc(NC(=O)CSc2nc3ccccc3c(=O)n2CCCC(=O)NCC2CCCO2)cc1 (centres undefined) | -12%
NS(=O)(=O)c1ccc(-c2ccc(/C=C3\NC(=S)NC3=O)o2)cc1 | -1%

Source: PubChem BioAssay (several laboratories)
